beta cell repl – MIN6 beta-cell proliferation induction | MIN6 cells proliferation, ATPlite luminescence, 48 h; cells starved in 0.2% serum; 100% = growth in 10% serum | hit rate 0.29% among 330,000 | proliferation, % at 10 µM;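 active = compounds whose signal lies at least 3.5 SD above the mean of all wells on their plate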;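 also: 0% = DMSO-treated cells in low-serum medium and 100% = 10% serum control; some compounds called inactive have numbers as strong as hits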
hIAP act – human IAP activation | hit rate 0.16% among 330,000 | activation factor at 10 µM | P09923 | purified human IAP, CDP-Star luminescence, 30 min; active compounds read high; 1 = vehicle-only enzyme, 0 = enzyme-free background | AID 2524;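 active = activation factor of the enzyme at least 2-fold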; also: the source names both 10 and 20 µM as test concentration; values of inactives mirror those of a sister screen read the other way
Target sequence (P09923 whole entry, looked up): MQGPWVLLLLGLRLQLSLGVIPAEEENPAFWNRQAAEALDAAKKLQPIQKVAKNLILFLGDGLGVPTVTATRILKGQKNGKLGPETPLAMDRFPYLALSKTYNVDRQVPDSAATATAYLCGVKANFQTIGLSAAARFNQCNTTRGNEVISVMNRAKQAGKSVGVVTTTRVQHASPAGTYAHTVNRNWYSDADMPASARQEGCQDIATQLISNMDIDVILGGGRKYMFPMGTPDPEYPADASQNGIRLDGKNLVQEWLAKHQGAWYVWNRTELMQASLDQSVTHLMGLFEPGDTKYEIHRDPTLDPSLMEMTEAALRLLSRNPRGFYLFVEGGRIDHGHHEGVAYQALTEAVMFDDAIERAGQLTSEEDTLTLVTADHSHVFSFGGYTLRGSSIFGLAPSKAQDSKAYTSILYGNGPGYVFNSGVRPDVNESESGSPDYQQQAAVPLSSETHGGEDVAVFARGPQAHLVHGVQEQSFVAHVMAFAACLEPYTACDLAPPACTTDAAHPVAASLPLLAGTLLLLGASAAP
mIAP act – increases mouse intestinal alkaline phosphatase activity | muIAP, CDP-Star luminescence, 30 min; active compounds read high; 1 = vehicle-only enzyme signal, 0 = enzyme-free wells | activation factor at 10 µM | hit rate 0.24% among 330,000 | AID 2805;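 active = activation factor of at least 2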; also: the source names both 10 and 20 µM as test concentration; values of inactives mirror those of a sister screen read the other way
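System: Mouse IAP enzyme | Also added: CDP-Star substrate | Dosing: Compounds dispensed in DMSO | Schedule: 30 min enzyme-substrate-compound incubation at room temperature | Technique: Chemiluminescence readout | Control set: DMSO-only wells and no-enzyme negative control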
A3A deaminase – human APOBEC3A DNA deaminase inhibition. P31941. recombinant A3A, FAM/TAMRA ssDNA deamination fluorescence. inhibition, % at 20 µM. hit rate 0.41% among 330,000. AID 493011;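 active = at least 40% inhibition at 20 µM here, with at most 30% in a related deaminase screen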;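 also: plate controls were A3A with DMSO for no effect and wells lacking A3A enzyme for full effect; some results filed as inactive read as strong as hits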
Target sequence (P31941 whole entry, looked up): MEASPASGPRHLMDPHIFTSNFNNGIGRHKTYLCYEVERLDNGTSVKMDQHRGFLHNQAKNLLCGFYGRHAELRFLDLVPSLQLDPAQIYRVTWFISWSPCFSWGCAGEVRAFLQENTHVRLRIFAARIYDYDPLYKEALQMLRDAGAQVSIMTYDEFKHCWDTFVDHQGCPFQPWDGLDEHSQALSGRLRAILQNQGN
hIAP inh – blocks human intestinal alkaline phosphatase; P09923; hit rate 0.12% among 330,000; purified IAP, CDP-Star luminescence, 30 min; inhibition, % at 10 µM;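 active = inhibition reaching a set limit with compound at 10 µM in the primary screen, cut at about 35% in these data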;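 also: plate controls were DMSO wells with enzyme for no effect and no-enzyme buffer wells for full effect; values of inactives mirror those of a sister screen read the other way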
mIAP block – blocks mouse intestinal alkaline phosphatase; hit rate 0.2% among 330,000; purified mouse IAP, CDP-Star luminescence, 30 min; AID 2806; inhibition, % at 10 µM;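 active = inhibition of at least 40% at 10 µM in the primary screen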;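 also: plate controls were DMSO with enzyme for no effect and no enzyme wells for full effect; values of inactives mirror those of a sister screen read the other way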
NR3A LBD binder – modulates the human NR3A ligand-binding domain. hit rate 2.5% among 340,000. Tm shift relative to glycine control, % at 25 µM. NR3A LBD differential scanning fluorimetry, Tm shift; 0% = protein alone, 100% = glycine-bound protein. AID 1259313;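 active = melting temperature shift of at least 10% of the positive control shift, at one fixed dose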
A3G deaminase – inhibitors of human APOBEC3G DNA deaminase; Q9HC16; recombinant A3G, ssDNA deamination FAM/TAMRA fluorescence; inhibition, % at 20 µM; hit rate 0.28% among 330,000; AID 493012;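 active = inhibition of at least 40% at 20 µM, with no more than 30% in the related APOBEC3A deaminase screen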;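 also: plate controls were DMSO wells with A3G for no effect and wells lacking A3G enzyme for full effect; some compounds called inactive have numbers as strong as hits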
Target sequence (Q9HC16 whole entry, looked up): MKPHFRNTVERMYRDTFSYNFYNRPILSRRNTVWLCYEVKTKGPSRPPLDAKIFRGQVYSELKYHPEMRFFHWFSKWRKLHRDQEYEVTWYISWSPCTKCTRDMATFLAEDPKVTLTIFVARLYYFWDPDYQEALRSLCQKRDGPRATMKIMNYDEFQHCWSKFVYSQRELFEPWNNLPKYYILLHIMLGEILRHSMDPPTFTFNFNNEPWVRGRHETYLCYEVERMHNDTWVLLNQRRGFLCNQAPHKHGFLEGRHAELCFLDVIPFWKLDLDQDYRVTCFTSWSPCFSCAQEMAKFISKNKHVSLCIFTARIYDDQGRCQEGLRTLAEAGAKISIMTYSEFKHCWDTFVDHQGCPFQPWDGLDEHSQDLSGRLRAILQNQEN
MPTP block – permeability transition pore inhibition | hit rate 1.4% among 360,000 | isolated mouse mitochondria, Ca2+ swelling absorbance, 30 min | inhibition, % at 10 µM;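 active = inhibition of 50% or more, scaled per plate between neutral and stimulator controls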;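 also: 0% = DMSO wells given calcium and 100% = 1 mM EGTA wells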
* hit, by the source's call.

SMILES | beta cell repl | hIAP act | mIAP act | A3A deaminase | hIAP inh | mIAP block | NR3A LBD binder | A3G deaminase | MPTP block
O=C(CSc1ccccn1)N1CCCC(Nc2ccccc2)C1 (stereo unspecified) | -1 | 1 | 1.1 | 0 | -2 | -9 | 0 | 2 | -1.4
Nc1ccc[n+](CC(=O)c2ccccc2)c1 | 0 | 1.1 | 1 | -8 | -14 | -3 | 1 | -5 | 0.1
CCOc1ccc(-c2cc(C(=O)N3CCN(C)CC3)c3ccccc3n2)cc1 | -5 | 1.1 | 0.94 | 2 | -7 | 6 | -1 | -3 | 3.0
CCOC(=O)C1C(CC)NC(=S)NC1(C)O (stereo unspecified) | 0 | 1 | 1 | -1 | 0 | -3 | 0 | -2 | 1.2
C/C(CC(=O)NCc1ccco1)=N\NC(=O)COc1ccc(C)cc1 | 0 | 1.1 | 1 | -3 | -9 | -4 | -8 | -7 | -0.3
CN(C)CCC(=O)C(Cc1ccccc1)c1ccccc1 (stereo unspecified) | -4 | 1 | 1.1 | 2 | -4 | -11 | 1 | 0 | 1.2
Cc1cccnc1NC(=O)Cn1nc(-c2ccccc2)oc1=S | -3 | 1.1 | 1 | 8 | -6 | -1 | 1 | -4 | -3.8
CCc1ccccc1NC(=O)CN1CCN(C(=O)CN2C(=O)NC3(CCCC3)C2=O)CC1 | 2 | 1 | 0.98 | 7 | -5 | 2 | 0 | -9 | -0.3
COc1ccccc1N1CCN(c2cc(=O)n(Cc3ccc(F)cc3)c(=O)[nH]2)CC1 | -2 | 0.93 | 1 | -3 | 7 | -1 | 0 | 1 | 2.5
Cc1ccc(CNC(=O)C(CCC(N)=O)NC(=O)OCc2ccccc2)cc1 (stereo unspecified) | 0 | 1.3 | 1 | 3 | -28 | 0 | -5 | 5 | 1.5
O=C(C(c1ccccc1)c1ccccc1)N1CCN(Cc2ccccn2)CC1 | -1 | 0.85 | 0.97 | -2 | 15 | 3 | 1 | -5 | -2.0
CCCCN(C(=O)CNC(=O)c1cccs1)C(C(=O)NC1CCCCC1)c1cccnc1 (stereo unspecified) | 1 | 0.97 | 0.93 | 0 | 2 | 7 | -1 | -2 | -0.6
Cc1occc1C(=O)Nc1cccc(/C=C/C(=O)O)c1 | 0 | 0.99 | 1 | 8 | 1 | -3 | 4 | 4 | -1.7
CC(=O)NC12CC3CC(C1)CC(C(=O)OCC(=O)c1ccc4c(c1)OCCO4)(C3)C2 | -3 | 1.6 | 1 | -3 | -62 | -1 | 0 | -10 | -1.5
Cc1cc(NC(=O)CC2Oc3ccccc3NC2=O)ccc1Br (stereo unspecified) | -1 | 1 | 1 | 0 | -3 | -3 | -9 | 1 | 0.8
COc1ccc(C(=O)N/N=C/c2cc3ccccc3[nH]c2=O)cc1 | -1 | 1.4 | 0.91 | 4 | -42 | 9 | 18* | -2 | -5.2
N=c1c(S(=O)(=O)c2ccccc2)cc2c(=O)n3ccccc3nc2n1Cc1ccco1 | -2 | 0.95 | 0.97 | 25 | 5 | 3 | -8 | 28 | -1.2
CC(C)c1nnc(SCC(=O)NCc2ccco2)n1C | 0 | 0.93 | 0.9 | 4 | 8 | 10 | 3 | 1 | -0.9
C=CCn1c(CSCc2ccccc2)nnc1SCC(=O)NCc1ccccc1 | 2 | 1 | 1 | 3 | 0 | -2 | 2 | -6 | -0.6
C=CCNC(=S)N/N=C/c1cn(C)c2ccccc12 | -3 | 1.1 | 1.1 | -7 | -12 | -6 | 3 | -10 | 1.8

Part of the list above, field by field:
Cc1cc(NC(=O)CC2Oc3ccccc3NC2=O)ccc1Br (stereo unspecified)
  beta cell repl: -1	hIAP act: 1	mIAP act: 1	A3A deaminase: 0	hIAP inh: -3	mIAP block: -3	NR3A LBD binder: -9	A3G deaminase: 1	MPTP block: 0.8
COc1ccc(C(=O)N/N=C/c2cc3ccccc3[nH]c2=O)cc1
  beta cell repl: -1	hIAP act: 1.4	mIAP act: 0.91	A3A deaminase: 4	hIAP inh: -42	mIAP block: 9	NR3A LBD binder: 18*	A3G deaminase: -2	MPTP block: -5.2
N=c1c(S(=O)(=O)c2ccccc2)cc2c(=O)n3ccccc3nc2n1Cc1ccco1
  beta cell repl: -2	hIAP act: 0.95	mIAP act: 0.97	A3A deaminase: 25	hIAP inh: 5	mIAP block: 3	NR3A LBD binder: -8	A3G deaminase: 28	MPTP block: -1.2
CC(C)c1nnc(SCC(=O)NCc2ccco2)n1C
  beta cell repl: 0	hIAP act: 0.93	mIAP act: 0.9	A3A deaminase: 4	hIAP inh: 8	mIAP block: 10	NR3A LBD binder: 3	A3G deaminase: 1	MPTP block: -0.9

(list continues)
SMILES | beta cell repl | hIAP act | mIAP act | A3A deaminase | hIAP inh | mIAP block | NR3A LBD binder | A3G deaminase | MPTP block
CNC(=O)c1sc(-c2cccnc2)nc1C | -1 | 0.97 | 1 | 0 | 3 | -4 | -1 | 1 | -0.6
CCOC(=O)C1CCCN(c2nc3ccccc3nc2NS(=O)(=O)c2ccc(C)cc2)C1 (stereo unspecified) | -3 | 0.89 | 0.95 | -1 | 11 | 5 | -8 | -3 | 1.6
CCOC(=O)Cc1csc(NC(=O)CCS(=O)(=O)Cc2ccccc2)n1 | -1 | 1 | 0.87 | -3 | -5 | 13 | 3 | -7 | -1.7
NC(CC(=O)NC(c1ccccc1)(c1ccccc1)c1ccccc1)C(=O)O (stereo unspecified) | -3 | 1 | 1 | 0 | -2 | -3 | -2 | -5 | 0.9
Cc1cc(-c2nn(-c3ccccc3)cc2/C=C2\SC(N)=NC2=O)ccc1OC(C)C | 0 | 0.97 | 1.1 | 5 | 3 | -7 | 0 | -1 | 3.2
CCOc1ccc(NC(=O)C2CCCN(S(=O)(=O)c3ccc4[nH]c(=O)ccc4c3)C2)cc1 (stereo unspecified) | -2 | 1.1 | 1.1 | -2 | -9 | -6 | -1 | -4 | -1.8
CCCCN(C)S(=O)(=O)c1ccc(C(=O)N=c2sc3cc(NC(C)=O)ccc3n2C)cc1 | 0 | 1.1 | 0.98 | -6 | -14 | 2 | -2 | -7 | 0.0
CCOc1ccc(C(CC(=O)O)NC(=O)COc2ccccc2OC)cc1OC (stereo unspecified) | 7 | 0.93 | 1 | 2 | 7 | -4 | 0 | 6 | -0.6
CCCN(CC(=O)Nc1ccccc1C)C(=O)c1cc(C)oc1C | 4 | 1.1 | 0.97 | 3 | -9 | 3 | 0 | -7 | -0.5
O=C(NCCOC(=O)c1ccc(S(=O)(=O)N2CCOCC2)cc1)c1cccnc1 | 0 | 1 | 1 | -3 | -4 | -2 | 6 | -5 | -1.7
COc1ccc(/C=C/c2nc(C#N)c(NCCN(C)C)o2)cc1OC | -1 | 0.96 | 1 | -2 | 4 | 0 | 1 | -10 | -0.1
O=C(Nc1ccccc1[N+](=O)[O-])C1C(c2ccccc2)=C1c1ccccc1 | -2 | 1.1 | 0.9 | 1 | -6 | 10 | -2 | -3 | 1.6
Cc1[nH]n(-c2ccccc2)c(=O)c1/C=N/N1C(=O)c2cccc3cccc(c23)C1=O | -3 | 1.3 | 0.99 | -2 | -26 | 1 | -12 | 0 | -4.6
COC(=O)C1=NN(C(=O)c2ccc(Cl)cc2)C(O)(c2ccccc2)C1 (stereo unspecified) | 0 | 1.3 | 0.67 | -2 | -26 | 33 | -1 | -3 | 3.3
COc1cccc(C(=O)O/N=C(\N)c2ccncc2)c1 | -5 | 1.1 | 1 | 1 | -9 | -3 | -20 | -3 | -1.4
COC(=O)c1ccc(COC(=O)c2ccccc2OC)cc1 | 0 | 1.1 | 0.93 | 1 | -8 | 8 | -2 | 0 | -1.1
CCOc1ccc(N=Cc2c(O)cc(C)oc2=O)cc1 | 1 | 1.3 | 1.2 | -6 | -27 | -18 | 0 | -11 | -0.2
COc1cc(C(=O)NCC(=O)n2nc(C)cc2C)cc(OC)c1OC | -1 | 1.2 | 1.1 | -2 | -16 | -12 | 2 | -1 | -0.6
Cn1c(SCC(=O)N2CCCCC2)nc2c(c1=O)SCC2 | -4 | 1 | 1 | -3 | 0 | -3 | 0 | 9 | -0.2
CCC(C)C1C(C#N)=C(N)Oc2n[nH]c(-c3ccccc3)c21 (stereo unspecified) | 3 | 1.3 | 1 | 1 | -27 | -2 | 5 | 2 | 0.0

Look-ups from the entries so far.
Under beta cell repl, NC(CC(=O)NC(c1ccccc1)(c1ccccc1)c1ccccc1)C(=O)O (stereo unspecified) shows -3
Under A3A deaminase, COC(=O)C1=NN(C(=O)c2ccc(Cl)cc2)C(O)(c2ccccc2)C1 (stereo unspecified) shows -2
Under A3A deaminase, COC(=O)c1ccc(COC(=O)c2ccccc2OC)cc1 shows 1
Under mIAP act, CCCN(CC(=O)Nc1ccccc1C)C(=O)c1cc(C)oc1C shows 0.97

Following part.
SMILES | beta cell repl | hIAP act | mIAP act | A3A deaminase | hIAP inh | mIAP block | NR3A LBD binder | A3G deaminase | MPTP block
COc1ccc2[nH]c(=O)c(CN(Cc3ccco3)C(=O)c3ccccc3)cc2c1 | -2 | 1.2 | 1.1 | -2 | -23 | -6 | -4 | -1 | -6.1
CSc1ncccc1C(=O)OCC(=O)N(C)c1c(N)n(Cc2ccccc2)c(=O)[nH]c1=O | 2 | 1.1 | 0.95 | 0 | -12 | 5 | -1 | -3 | -1.1
O=C(NCCc1ccccc1)c1ccccc1NC(=O)C1CC=CCC1C(=O)O (stereo unspecified) | 0 | 0.96 | 0.99 | -4 | 4 | 1 | 0 | -8 | 0.4
N#Cc1cc(-c2ccccc2)cnc1Sc1ccc(Cl)cc1 | -5 | 0.94 | 0.85 | -2 | 6 | 15 | 0 | -4 | 5.0
CCC(=O)Oc1ccc2c(=O)c(-c3ccc4ccccc4n3)c(CC)oc2c1C | 0 | 1.1 | 0.96 | 2 | -7 | 4 | 1 | -4 | 0.6
CCOC(=O)c1cnc(-c2ccccc2)nc1-c1ccccc1 | 3 | 0.92 | 0.92 | -1 | 8 | 8 | 6 | -1 | 1.0
COc1ccc(OCCCC(=O)Nc2cccc([N+](=O)[O-])c2C)cc1 | -2 | 1.1 | 1 | 1 | -7 | -1 | 1 | -1 | 1.2
Cc1csc2ncc(C(=O)N(Cc3ccccc3)c3ccccn3)c(=O)n12 | 0 | 0.98 | 0.89 | -4 | 2 | 12 | 0 | -6 | -0.1
O=C(C1CCC1)N1CCc2cc(S(=O)(=O)N3CCN(c4ccccn4)CC3)ccc21 | 0 | 0.9 | 1.1 | -4 | 10 | -7 | 3 | -3 | -1.5
Nc1cc(C(=O)OCC(=O)NCCCc2ccccc2)ccc1Cl | -1 | 0.95 | 1 | -1 | 5 | -1 | -2 | -5 | 0.2
Cc1ccc(S(=O)(=O)/N=C2\C=C(Nc3cccc(C(=O)O)c3)C(=O)c3ccccc32)c(C)c1 | 0 | 0.68 | 0.93 | 6 | 32 | 7 | 3 | 5 | 9.5
CC12CCC(=O)N1C(C(=O)Nc1nnc(SCc3ccc(F)cc3)s1)CS2 (stereo unspecified) | -4 | 0.98 | 1.1 | 4 | 2 | -6 | 2 | 8 | -0.3
N#Cc1c2c(c(NCCN3CCOCC3)n3c1nc1ccccc13)CCCC2 | 7.5* | 0.92 | 1 | -2 | 8 | -1 | 0 | -7 | 0.2
COc1ccc(-c2cc(C#N)nc(Cl)n2)cc1 | -4 | 1 | 0.94 | -2 | -2 | 6 | 4 | -7 | 2.7
COc1ccccc1NC(=S)N(CCc1c(C)[nH]c2ccccc12)Cc1cccs1 | -6 | 1 | 0.97 | -5 | -4 | 3 | 3 | -10 | 0.7
O=[N+]([O-])c1ccc(N/N=C2/CCCCC2c2ccccn2)c([N+](=O)[O-])c1 (stereo unspecified) | -3 | 0.84 | 0.94 | -2 | 16 | 6 | 1 | 2 | 7.2

Compound activity from PubChem BioAssay.
